CHRM5 antagonist = human M5 muscarinic receptor antagonists, primary screen, CHO cells, Fluo-8 calcium fluorescence | Muscarinic acetylcholine receptor M5 (Homo sapiens), P08912 | CHO-hM5 cells, ACh EC80 | inhibition, % at 3 µM | 360,000 tested, 0.59% active;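 active = inhibition above a per-plate cutoff, the mean of that plate's test compounds plus 3 SD, cut at about 27% in these data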;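 note: 0% = acetylcholine EC80 with DMSO and 100% = DMSO without agonist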
Target sequence (P08912 whole entry, looked up): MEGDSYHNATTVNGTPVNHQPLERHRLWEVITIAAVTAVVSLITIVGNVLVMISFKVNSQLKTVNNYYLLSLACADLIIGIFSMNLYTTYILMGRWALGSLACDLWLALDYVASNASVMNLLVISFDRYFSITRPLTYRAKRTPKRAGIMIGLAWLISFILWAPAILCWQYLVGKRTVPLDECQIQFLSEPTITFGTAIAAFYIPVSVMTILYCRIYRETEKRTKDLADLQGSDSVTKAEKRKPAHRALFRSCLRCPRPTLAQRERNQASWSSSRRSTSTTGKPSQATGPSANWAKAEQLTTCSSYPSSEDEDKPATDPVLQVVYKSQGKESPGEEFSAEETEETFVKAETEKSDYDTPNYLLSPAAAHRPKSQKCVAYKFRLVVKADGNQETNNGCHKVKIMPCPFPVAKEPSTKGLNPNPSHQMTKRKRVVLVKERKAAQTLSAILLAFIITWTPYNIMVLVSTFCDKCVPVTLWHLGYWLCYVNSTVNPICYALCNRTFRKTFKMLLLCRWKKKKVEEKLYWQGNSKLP
CRFR2-BP ag = agonists of CRF-BP/CRF-R2 complex, primary screen, cell-based, HEK293, calcium dye fluorescence, uHTS; CRF-binding protein / CRF receptor 2 complex (human); 350,000 tested, 0.46% active; calcium dye fluorescence (FLIPR); percent of saturating CRF peptide response; activation, % at 13.2 µM;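 active = activation of at least 50%, plus an integration ratio under a set limit after plate pattern correction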;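 note: plate controls were neutral control wells without compound for no effect and CRF at EC100 for full effect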
M4 ag = human M4 muscarinic receptor agonists, primary screen, CHO-K1 cells, Fluo-8 calcium fluorescence | Muscarinic acetylcholine receptor M4 (Homo sapiens), P08173 | CHO-K1 hM4/Gqi5; vehicle 0%, full acetylcholine response 100% | activation, % at 3 µM | 360,000 tested, 0.14% active | AID 624127, 2012;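 active = activation above the run mean over all test wells plus 3 SD, cut at about 32% in these data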;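 note: peak over basal fluorescence ratio per well then scaled between controls; 0% = DMSO wells and 100% = acetylcholine at EC100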
CHRM1 antagonist = human M1 muscarinic receptor antagonists, primary screen, CHO-K1 cells, Fluo-8 calcium fluorescence, 1536-well | Muscarinic acetylcholine receptor M1 (Homo sapiens), P11229 | CHO-K1 hM1, ACh EC80 antagonist | inhibition, % at 3 µM | 360,000 tested, 1.3% active | AID 588852, 2011;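 active = percent inhibition above its own plate's cutoff, namely the mean of that plate's compound wells plus 3 SD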;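 note: peak over basal fluorescence ratio during 140 s after agonist addition; 0% = ACh EC80 plus DMSO and 100% = DMSO alone without agonist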
Target sequence (P11229 whole entry, looked up): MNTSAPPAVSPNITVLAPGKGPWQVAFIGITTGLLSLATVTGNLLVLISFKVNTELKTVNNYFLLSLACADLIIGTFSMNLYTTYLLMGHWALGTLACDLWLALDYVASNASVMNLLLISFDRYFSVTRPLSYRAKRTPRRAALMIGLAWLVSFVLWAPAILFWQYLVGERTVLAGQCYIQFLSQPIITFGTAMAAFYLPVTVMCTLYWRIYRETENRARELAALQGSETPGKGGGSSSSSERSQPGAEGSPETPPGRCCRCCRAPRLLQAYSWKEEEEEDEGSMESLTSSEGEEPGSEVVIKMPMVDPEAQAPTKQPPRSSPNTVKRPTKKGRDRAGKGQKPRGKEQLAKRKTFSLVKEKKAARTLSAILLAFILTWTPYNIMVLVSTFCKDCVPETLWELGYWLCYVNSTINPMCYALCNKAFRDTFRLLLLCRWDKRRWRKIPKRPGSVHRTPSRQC
M1 PAM = human M1 muscarinic receptor positive allosteric modulators, primary screen, CHO-K1 cells, Fluo-8 calcium fluorescence, 1536-well; 360,000 tested, 0.088% active; CHO-K1 hM1, ACh EC20; 0% = ACh EC20, 100% = maximal ACh; AID 588819, 2011; activation, % at 3 µM; Muscarinic acetylcholine receptor M1 (Homo sapiens), P11229; in the data active = activation above about 19%, passing the limit was not always enough
M5 PAM = human M5 muscarinic receptor positive allosteric modulators, primary screen, CHO-K1 cells, Fluo-8 calcium fluorescence; Muscarinic acetylcholine receptor M5 (Homo sapiens), P08912; activation, % at 3 µM; 360,000 tested, 0.3% active; AID 624038, 2012; CHO-K1 hM5, ACh EC20 PAM; 0% = ACh EC20, 100% = ACh EC100;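 active = activation above the run cutoff, the mean activation of all test compounds plus 3 SD, cut at about 18% in these data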
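Measured by: Fluo-8 calcium fluorescence; material: human M5 receptor in CHO-K1 cells; schedule: Post-acetylcholine fluorescence recording 140 s; benchmarks: low control EC20 acetylcholine (0%), high control EC100 acetylcholine (100%); read-out: Max/basal fluorescence ratio as % of EC20–EC100 ACh window; compound: single dose, 3 µM nominal final test concentration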
CHRM4 antagonist = human M4 muscarinic receptor antagonists, primary screen, CHO cells, Fluo-8 calcium fluorescence. Muscarinic acetylcholine receptor M4 (Homo sapiens), P08173. CHO-hM4 cells, ACh EC80. inhibition, % at 3 µM. 360,000 tested, 0.73% active. AID 624125, 2012;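 active = inhibition above its plate's cutoff, the mean inhibition of sample wells plus 3 SD, cut at about 27% in these data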;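 note: 0% = acetylcholine EC80 with DMSO and 100% = DMSO without agonist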
CHRM5 agonist = human M5 muscarinic receptor agonists, primary screen, CHO-K1 cells, Fluo-8 calcium fluorescence; Muscarinic acetylcholine receptor M5 (Homo sapiens), P08912; CHO-K1 hM5 cells; 0% DMSO wells, 100% maximal acetylcholine response; activation, % at 3 µM; 360,000 tested, 0.19% active; AID 624037, 2012;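 active = activation above the run's mean over test compounds plus 3 SD, cut at about 23% in these data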;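 note: signal is peak over basal fluorescence ratio across the kinetic read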
CHRM4 PAM = human M4 muscarinic receptor positive allosteric modulators, primary screen, CHO-K1 cells, Fluo-8 calcium fluorescence; 360,000 tested, 0.4% active; activation, % at 3 µM; Muscarinic acetylcholine receptor M4 (Homo sapiens), P08173; CHO-K1 hM4/Gqi5, ACh EC20; 0% = ACh EC20, 100% = maximal ACh;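 active = activation above its plate's cutoff, the mean activation of sample wells plus 3 SD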; note: some results filed as inactive read as strong as hits
Numbers without * were called inactive; · = not tested or not shown.

SMILES	CHRM5 antagonist	CRFR2-BP ag	M4 ag	CHRM1 antagonist	M1 PAM	M5 PAM	CHRM4 antagonist	CHRM5 agonist	CHRM4 PAM
COc1cc(NS(=O)(=O)c2cn(C)cn2)cc(OC)c1OC	18	1.1	0	-14	11	-7	5	-1	2
CCOc1ccc(OCCC(=O)OCC(=O)Nc2cc(OCC)c(N3CCOCC3)cc2OCC)cc1	4	-0.6	1	-3	6	-1	-1	1	-1
CN(C1(C)CCS(=O)(=O)C1)S(=O)(=O)c1cccc([N+](=O)[O-])c1 (centres undefined)	2	3.3	1	-8	8	-1	-11	-2	5
O=C(O)COCC(=O)Nc1ccc(Oc2ncnc3cc(Cl)ccc23)nc1	-1	-0.4	0	-12	9	6	-6	-3	2
O=C1N(Cc2ccccc2)c2ccccc2C12OCCO2	-1	2.0	1	-18	18	-5	-6	-11	8
COc1ccccc1S(=O)(=O)N(C)C[C@H]1OCc2cnnn2CCCC(=O)N([C@@H](C)CO)C[C@@H]1C	11	2.3	0	-11	8	-8	-6	0	5
Cc1cc(C(=O)Nc2ccccc2C#N)n(-c2ccccc2)n1	0	-2.4	1	15	-12	-2	-3	0	-1
COc1ccc(CNC(=O)C2CCN(S(=O)(=O)c3ccc(SC)cc3)CC2)cc1	1	1.2	2	-8	6	4	6	-3	-3
Nc1nnc(SCC(=O)NN2C(=O)NC3(CCCCC3)C2=O)s1	-7	-1.1	0	-10	6	3	-1	0	-2
O=C(O)C(Cc1ccccc1)N1C(=O)/C(=C/c2cccs2)SC1=S (centres undefined)	15	4.2	1	-3	2	-7	3	-3	6
COc1ccc(NC(=O)C(=O)NNC(=O)COc2ccc(Cl)cc2)c(OC)c1	11	-1.0	-1	-12	8	-4	8	-5	-1
C=Cc1cnc([N+](=O)[O-])n1C	4	-3.1	1	-5	4	-3	-20	0	7
O=c1c2ccccc2c(/C=N/n2cnnc2)c(O)n1-c1ccccc1F	0	4.9	0	-20	3	0	-5	0	4
COc1ccc([C@H]2/C=C\CN(C(=O)CC(C)(C)C)[C@@H](C)C(=O)N2Cc2ccc(F)cc2)cc1	2	1.6	5	4	-1	4	-3	4	-6
CSc1ccccc1C(=O)OCC(=O)Nc1ccc(N2CCOCC2)cc1	18	-3.5	4	-7	0	-2	-4	3	3
CC(C)(C)c1ccc(SCCc2cccnc2)cc1	9	0.1	0	-5	2	4	-2	3	8
C[C@@H]1ON(C)[C@H]2C[C@H]3c4cc(-c5cccc(F)c5)ccc4CCN3C(=O)[C@@H]12	4	0.6	3	-3	2	-6	9	3	-7
Nc1ccc(N(c2ccccc2)c2ccc(N)cc2)cc1	-3	-5.7	1	4	-1	3	7	-1	2
CCOC(=O)N1CCC(Nc2ccc3nnc(-c4ccccc4)n3n2)CC1	4	-1.3	8	5	-4	-9	-5	1	-4
COc1ccccc1C(=O)c1c(C)c(CCC#N)n2ccccc12	8	2.1	1	-12	11	-3	-3	-1	-4
CCOC(=O)C1(Cc2cccc(OC)c2)CCCN(C(=O)c2cc(CC(C)C)[nH]n2)C1 (centres undefined)	11	0.4	2	-11	13	-1	-2	-5	0
CSc1ccccc1OCc1cc(C(=O)NCC(C)(C)N2CCOCC2)no1	5	-0.9	3	12	12	5	0	-3	4
CN(Cc1ccc(Cl)c(Cl)c1)C(c1cc2ccccc2o1)c1nnnn1C(C)(C)C (centres undefined)	3	·	0	·	·	-6	14	0	-8
Cn1cccc1C1CCCN1CC(=O)Nc1c(Cl)cc(Cl)cc1Cl (centres undefined)	7	0.6	1	-15	5	-2	-3	0	4
CCOc1ccc(-n2ccnc(SCC(=O)Nc3ccc(CC)cc3)c2=O)cc1	4	0.7	0	16	-4	-2	-8	1	11
More compounds:
SMILES	CHRM5 antagonist	CRFR2-BP ag	M4 ag	CHRM1 antagonist	M1 PAM	M5 PAM	CHRM4 antagonist	CHRM5 agonist	CHRM4 PAM
Nc1ncnc2c1ncn2CCN1CCCCC1	-6	0.5	0	-22	0	0	-1	-11	3
c1ccc(C2Oc3ccccc3C3CC(c4cccs4)=NN32)cc1 (centres undefined)	-4	0.9	0	6	-3	-4	4	-2	-5
Cc1ccc(NS(=O)(=O)c2c(C)ccc3nsnc23)c([N+](=O)[O-])c1	2	-1.1	1	-10	0	1	5	1	-7
CSc1ncnc2[nH]ncc12	5	0.0	0	-6	3	6	2	1	0
Cc1noc(/C=C/N(C)C)c1S(=O)(=O)N1CCN(c2ccc(F)cc2)CC1	2	0.2	6	-13	10	2	-4	1	-2
Cc1ccc(-n2c(SCC(=O)Nc3ccc4c5c(cccc35)CC4)nc(O)cc2=O)cc1	12	0.8	1	-3	0	-7	10	-3	2
CC(C)(C)c1ccc(OCc2ccc(C(=O)N3CCOCC3)o2)cc1	0	3.2	10	-8	2	-2	-13	6	-3
CSCC[C@H]1COC[C@@H](Cc2ccccc2)N1c1ccccc1	-5	-1.1	-2	-3	0	4	-9	2	0
O=C(Cc1ccc(NC(=O)C2CCN(C(=O)C3CC3)CC2)cc1)Nc1cccc(C(=O)N2CCCC2)c1	-1	-3.3	-1	-16	11	-2	1	1	2
COc1ccc(C2=NN(C(=O)CSc3nccn3C)C(c3ccco3)C2)cc1 (centres undefined)	3	-1.1	1	-3	1	6	-1	-3	-3
Cc1cc(C)nc(NC(=O)c2csnn2)c1	-6	-0.7	2	0	8	10	0	-1	10
O=C(c1ccc(Cl)c(S(=O)(=O)N2CCCCCC2)c1)N1CCOCC1	6	3.7	1	-6	2	-3	6	2	-5
COc1ccc(/C=N/NC(=O)CNC(=O)c2ccncc2)cc1	8	-1.5	2	-2	5	-2	5	-3	0
COc1ccc(-c2csc(-c3cccs3)n2)c(OC)c1	3	-0.2	-1	-12	11	14	-8	0	8
CCOC(=O)c1cc(C(=O)NN)c(C)nc1C	-2	-0.2	2	-5	5	0	1	-1	1
CCN(C(=O)Cn1cnc2c(nc3n2CCCCC3)c1=O)c1cccc(Cl)c1	8	2.3	1	-7	3	-3	-6	2	2
CC(C)N(C(=O)CSc1nc2ccccc2n1Cc1ccc(F)cc1)C(C)C	13	-0.3	2	32*	-18	-55	-17	-15	-16
O=C(CSc1ccc(Cl)cc1)N1CCN(c2ccc([N+](=O)[O-])cc2Cl)CC1	9	-0.5	4	1	-12	-13	7	-2	-13
CCc1nc2nc(C)c(NS(=O)(=O)c3ccc(C)c(C)c3)c(=O)n2[nH]1	14	-0.6	0	-7	3	-5	0	-2	-4
CCC(c1nc2ccccc2[nH]1)n1c(=O)c(-c2cccs2)nc2ccccc21 (centres undefined)	-6	·	2	·	·	-2	-12	-4	0
N=c1c(-c2nc3ccccc3[nH]2)cc(C(=O)c2ccco2)nn1-c1ccccc1	22	-6.5	8	-2	-8	-12	-6	-5	-7
Cc1ccc(NC2CCCN(C(=O)CCC3=NNC(=O)CC3)C2)cc1C (centres undefined)	17	0.5	0	6	11	-2	4	-6	9
CCn1ncc(NC(=O)Nc2cccc(C(F)(F)F)c2)c1C(N)=O	-1	-0.9	2	-8	12	-7	7	2	1
CC(=O)N1CCN=C1SCc1ccccc1Cl	0	2.5	1	-14	6	-1	-8	-1	-1
O=c1[nH]c(O)c(N=Nc2ccc(Cl)c(S(=O)(=O)Nc3ccccc3Cl)c2)c(=O)[nH]1	8	-1.1	1	-2	6	4	7	-2	2
Further results:
SMILES	CHRM5 antagonist	CRFR2-BP ag	M4 ag	CHRM1 antagonist	M1 PAM	M5 PAM	CHRM4 antagonist	CHRM5 agonist	CHRM4 PAM
O=C(N/N=C/c1ccc([N+](=O)[O-])cc1)c1cccc(N2CCCC2=O)c1	0	-4.4	2	2	2	-1	0	-3	-1
Cc1ccc(C)c(NS(=O)(=O)c2ccc(-c3cnc(C4CC4)o3)cc2)c1	21	2.6	11	14	-7	-9	6	0	-10
Nc1c(Cl)cc(C2=NCCn3c2c2ccc([N+](=O)[O-])cc2[n+]3[O-])cc1Cl	6	-0.4	2	-6	1	-1	0	0	-4
CC(=O)Nc1ccc(S(=O)(=O)NC2CCSc3ccccc32)cc1 (centres undefined)	-5	0.0	7	-4	6	-1	-4	4	-3
CC(NC(=O)Cn1nc(C(=O)O)c2ccccc2c1=O)C12CC3CC(CC(C3)C1)C2 (centres undefined)	0	0.1	1	4	3	2	0	-1	7
CC12CCC(=O)N1C(C(=O)Nc1ccc(Br)cc1Cl)CS2 (centres undefined)	9	-0.1	1	-11	3	-2	4	-5	2
CCN1C(=O)C2(C(C#N)=C(N)Oc3n[nH]c(COC)c32)c2ccccc21 (centres undefined)	4	0.7	1	5	0	-1	8	4	18
C[C@H](CO)N1C[C@H](C)[C@@H](CN(C)C)OCc2cnnn2CCCC1=O	2	1.3	0	-4	-2	4	-2	2	7
OCC1(Cc2ccc(Cl)cc2)CCN(Cc2ccc(F)c(F)c2)CC1	2	2.6	6	-22	3	6	2	-6	-12
Cc1ccc(S(=O)(=O)N2C[C@H]3C(=O)C[C@@H](c4ccccc4)N(S(=O)(=O)c4cccc(C)c4)[C@H]3C[C@H]2c2ccccc2)cc1	5	·	1	-13	12	-1	-3	1	3
O=C(N1CCOCC1)C12CC3CC(C1)CC(c1ccccc1)(C3)C2	1	-0.5	1	-1	2	-6	0	-1	0
Cc1ccc(-c2csc3nc(SCC(=O)N(C)C)n(Cc4ccccc4)c(=O)c23)cc1	1	5.2	-2	14	2	6	-14	-1	-1
CC1(C)Cn2c(nc(=O)c3c2NCN(CCc2ccccc2)C3)S1	11	·	10	5	-3	-4	-7	5	-9
CC(=O)c1ccc(NC(=O)CCCCCn2nnc3ccccc3c2=O)cc1	4	-2.2	5	-4	0	-5	-3	1	-11
Cc1cccc(OCC(=O)Nc2ccccc2N2CCN(C(=O)C(C)C)CC2)c1C	-4	-0.3	0	-11	10	2	12	1	1
CCCCc1ccc(/C(C)=N/Nc2cc(N3CCOCC3)nc(C)n2)cc1	5	-2.6	2	3	-3	1	4	4	-1

Some of these compounds in order of the CHRM5 agonist value, largest number first:
SMILES	CHRM5 antagonist	CRFR2-BP ag	M4 ag	CHRM1 antagonist	M1 PAM	M5 PAM	CHRM4 antagonist	CHRM5 agonist	CHRM4 PAM
CC1(C)Cn2c(nc(=O)c3c2NCN(CCc2ccccc2)C3)S1	11	·	10	5	-3	-4	-7	5	-9
Cc1ccc(S(=O)(=O)N2C[C@H]3C(=O)C[C@@H](c4ccccc4)N(S(=O)(=O)c4cccc(C)c4)[C@H]3C[C@H]2c2ccccc2)cc1	5	·	1	-13	12	-1	-3	1	3
Nc1c(Cl)cc(C2=NCCn3c2c2ccc([N+](=O)[O-])cc2[n+]3[O-])cc1Cl	6	-0.4	2	-6	1	-1	0	0	-4
CC12CCC(=O)N1C(C(=O)Nc1ccc(Br)cc1Cl)CS2 (centres undefined)	9	-0.1	1	-11	3	-2	4	-5	2
